# bovine MsrA act – bovine methionine sulfoxide reductase A activation | activation, % at 10.6 µM | purified bovine MsrA, absorbance read-out | AID 602163 | hit rate 0.3% among 360,000; in the data active = activation above about 7.5%;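 also: 0% = vehicle and 100% = reference activator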
# Rpn11 inh – Rpn11 (human) deubiquitinase inhibition. calls only at 20 µM. human 26S proteasome, Ub4-pepOG fluorescence polarization; 20S core pre-blocked with epoxomicin. hit rate 0.59% among 360,000;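 active = inhibition at 20 µM, scaled to each plate's controls, above about 33%, limit read from the data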
# CSN deneddyl inh – CSN deneddylation inhibition; Purified CSN, SCF-Nedd8-OG deneddylation, fluorescence polarization; inhibition, % at 12.5 µM; AID 651999; hit rate 0.38% among 360,000;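 active = pattern-corrected inhibition above about 35%, with an unprinted fluorescence ratio check between 0.5 and 1.5, limit read from the data, passing the limit was not always enough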;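 also: 0% = enzyme with substrate and 100% = substrate without enzyme; some results filed as inactive read as strong as hits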
#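 Assay system: purified human Csn5 enzyme expressed in HEK293T cells; measure: % inhibition; also added: SCFSkp2-Nedd8OG substrate at 10 nM final; technique: fluorescence polarization; times: reaction 90 min, room temperature; medium: Tris buffer pH 7.5, NaCl, DTT, Tween-20, trehalose, ovalbumin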
# MT1-MMP act inh – MT1-MMP (human) activation inhibition | HT1080 RFP-PRO-GFP cells, GFP/RFP ratio fluorescence, overnight; percent of plate control window, DMSO zero | GFP/RFP ratio change, % at 20 µM | hit rate 0.061% among 360,000 | AID 651647;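 active = GFP/RFP ratio change of at least 30% with cell ATP level not reduced by more than half and red fluorescence within 50% of control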; also: strong numbers were not always called active
#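 Compound: 20 µM single dose, 1% DMSO / System: HT1080 RFP-PRO-GFP cells / Controls: DMSO and RFP-L50D-GFP cell wells / Read-out basis: GFP/RFP fluorescence ratio / Schedule: overnight compound exposure at 37 °C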
# MLLE-PAM2 inh – inhibitors of microRNA-mediated deadenylation, human PABP1 MLLE binding; P11940; GST-MLLE / FITC-PAM2 fluorescence polarization; inhibition, % at 20 µM; hit rate 0.36% among 360,000; AID 588489; in the data active = inhibition above about 35%, passing the limit was not always enough;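 also: plate controls were DMSO wells with GST-MLLE for no effect and wells lacking GST-MLLE protein for full effect; some results filed as inactive read as strong as hits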
# Rin1-Abl PPI inh – human Rin1-Abl interaction inhibition; hit rate 0.4% among 360,000; TR-FRET Rin1/Abl binding, biochemical; P00519+Q13671; AID 588664; inhibition, % at 7.35 µM; in the data active = inhibition above about 5%, passing the limit was not always enough
# MsrA inhibitor – bovine MsrA inhibition; purified bovine MsrA, absorbance read-out; inhibition, % at 15.5 µM; hit rate 0.75% among 360,000; in the data active = inhibition above about 4.5%;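 also: 0% = vehicle wells with enzyme and 100% = reference inhibitor wells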
# FAS TE block – FAS thioesterase (human) inhibition | recombinant FAS-TE, OMFH fluorogenic substrate, fluorescence endpoint | inhibition, % at 15 µM | hit rate 0.67% among 360,000 | AID 602261;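 active = compounds whose normalised, plate-corrected inhibition of enzyme fluorescence in the single-dose primary screen is 50% or more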;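 also: 0% = DMSO with enzyme and 100% = substrate without enzyme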
# eLon inh – inhibitors of E. coli Lon protease | AID 602123 | hit rate 0.42% among 360,000 | P0A9M0 | purified E. coli Lon protease, fluorescence polarization | inhibition, % at 7.94 µM; in the data active = inhibition above about 13%, passing the limit was not always enough;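 also: 0% = enzyme with probe and DMSO and 100% = no enzyme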
# * marks the source's active call; other numbers are inactive results; i = inactive; nt = not tested or not shown. An unsorted share of the library. Share with any hit: about 3.7%.
SMILES,bovine MsrA act,Rpn11 inh,CSN deneddyl inh,MT1-MMP act inh,MLLE-PAM2 inh,Rin1-Abl PPI inh,MsrA inhibitor,FAS TE block,eLon inh
CC(C)(C)c1ccc(S(=O)(=O)NC(=O)C2(C)CCN2C(=O)c2cccc3ccccc23)cc1 (configuration not stated),-2,i,-5,2,15,2,0.8,-4,-13
CCCCCCCCCCCCC(=O)CCCCC(=O)O,-5,i,5,-3,-21,1,-1.5,-13,-6
CC1(c2nc3ccccc3[nH]2)c2ccccc2C(=O)N1Cc1ccccc1 (configuration not stated),-4,nt,-6,8,nt,nt,1.1,-26,-5
CCC(C)NC(=O)c1ccc(NC(=O)C2CCCO2)cc1 (configuration not stated),-8,i,-4,-7,-1,2,-0.3,-7,-1
N#Cc1cc2sc3nnc(-c4ccncc4)n3c2cc1C#N,1,i,-2,-6,1,-2,-0.8,75*,-15
O=C(NCc1cccc(Cl)c1)C1Cc2c(-c3cccc(F)c3)ccnc2O1 (configuration not stated),0,i,-1,0,14,-4,-0.6,30,-12
Cc1ccccc1NC(=O)c1ccc2nc(N3CCOCC3)sc2c1,-4,i,0,-3,0,-6,0.0,-8,-9
COc1ccc(/C=C/C(=O)NNC(=O)C(C)Oc2ccccc2F)cc1OC (configuration not stated),-2,i,0,5,9,-3,4.1,-4,-3
CC1CN(S(=O)(=O)N2CCOCC2)CCN1S(=O)(=O)N1CCOCC1 (configuration not stated),-3,i,-19,-6,8,-1,0.3,-2,-8
O=C(NNc1ccccc1Br)C(=O)n1ccc2ccccc21,-4,i,-10,-2,12,2,1.0,-3,-2
CCOc1ccc(/C=C2\SC(=S)N(CCC(=O)O)C2=O)cc1,-6,i,-4,-3,8,1,1.1,1,3
CCC(C)NC(=O)c1ccc(N2CC3CC(C2)c2cccc(=O)n2C3)c(NC(=O)c2ccc(Br)o2)c1 (configuration not stated),1,i,-7,-6,18,-1,-0.1,-5,-7
CC(OC(=O)c1cccc(S(=O)(=O)Nc2ccccc2F)c1)C(=O)NCc1ccc2c(c1)OCO2 (configuration not stated),-3,i,-5,0,-8,-1,1.3,2,-4
Fc1ccc(CNC2CCN(Cc3ccccc3)CC2)cc1,-7,i,-3,0,-5,-4,-0.2,-2,-11
COC(=O)c1ccc(NS(=O)(=O)c2ccc(SC)cc2)cc1,0,i,0,-3,-4,0,0.4,3,1
O=C(COc1ccccc1/C=C1\SC(=O)NC1=O)Nc1ccc(F)cc1,-3,i,1,3,0,-4,4.5,2,1
CCn1c2ccc(F)cc2c2nnc(NN)nc21,-4,i,0,20,19,-2,1.2,-15,-2
CN(C)c1ccc([N+](=O)[O-])cc1C(=O)O,-5,i,-6,5,-6,-4,0.0,-8,-2
Cc1ccc(C(=O)Nc2c3c(nn2C(C)(C)C)CS(=O)(=O)C3)cc1[N+](=O)[O-],-13,i,-2,6,-2,2,-0.1,2,-2
Cc1cc(C)c2oc(-c3ccc(C)c(NC(=S)NC(=O)c4cccs4)c3)nc2c1,1,i,5,5,29,2,0.0,15,7

# 11 structures out of the list, ordered by SMILES length, ascending:
SMILES,bovine MsrA act,Rpn11 inh,CSN deneddyl inh,MT1-MMP act inh,MLLE-PAM2 inh,Rin1-Abl PPI inh,MsrA inhibitor,FAS TE block,eLon inh
CCC(C)NC(=O)c1ccc(NC(=O)C2CCCO2)cc1 (configuration not stated),-8,i,-4,-7,-1,2,-0.3,-7,-1
Cc1ccccc1NC(=O)c1ccc2nc(N3CCOCC3)sc2c1,-4,i,0,-3,0,-6,0.0,-8,-9
COC(=O)c1ccc(NS(=O)(=O)c2ccc(SC)cc2)cc1,0,i,0,-3,-4,0,0.4,3,1
CCOc1ccc(/C=C2\SC(=S)N(CCC(=O)O)C2=O)cc1,-6,i,-4,-3,8,1,1.1,1,3
O=C(COc1ccccc1/C=C1\SC(=O)NC1=O)Nc1ccc(F)cc1,-3,i,1,3,0,-4,4.5,2,1
COc1ccc(/C=C/C(=O)NNC(=O)C(C)Oc2ccccc2F)cc1OC (configuration not stated),-2,i,0,5,9,-3,4.1,-4,-3
O=C(NCc1cccc(Cl)c1)C1Cc2c(-c3cccc(F)c3)ccnc2O1 (configuration not stated),0,i,-1,0,14,-4,-0.6,30,-12
Cc1cc(C)c2oc(-c3ccc(C)c(NC(=S)NC(=O)c4cccs4)c3)nc2c1,1,i,5,5,29,2,0.0,15,7
Cc1ccc(C(=O)Nc2c3c(nn2C(C)(C)C)CS(=O)(=O)C3)cc1[N+](=O)[O-],-13,i,-2,6,-2,2,-0.1,2,-2
CC(OC(=O)c1cccc(S(=O)(=O)Nc2ccccc2F)c1)C(=O)NCc1ccc2c(c1)OCO2 (configuration not stated),-3,i,-5,0,-8,-1,1.3,2,-4
CCC(C)NC(=O)c1ccc(N2CC3CC(C2)c2cccc(=O)n2C3)c(NC(=O)c2ccc(Br)o2)c1 (configuration not stated),1,i,-7,-6,18,-1,-0.1,-5,-7

# More compounds.
SMILES,bovine MsrA act,Rpn11 inh,CSN deneddyl inh,MT1-MMP act inh,MLLE-PAM2 inh,Rin1-Abl PPI inh,MsrA inhibitor,FAS TE block,eLon inh
O=C(Nc1ccc(F)cc1)Nc1ccc(N2CCOCC2)c2nonc12,-3,i,-7,4,0,0,-0.4,-1,2
Cc1ccc(/C=C/C(=O)Nc2nnc(SCc3ccc(C#N)cc3)s2)o1,-1,i,16,-4,-7,-3,-0.7,-4,-12
Cc1cccc(-n2cc(-c3ccccc3)c3c(NN4CCOCC4)ncnc32)c1,-7,i,5,0,7,-1,-0.2,-6,0
Cc1ccc2nc(N/N=C/c3ccccc3F)nc(-c3ccccc3)c2c1,2,i,2,-10,1,-2,3.0,42,-1
COc1cccc(/C=N/NC(=O)CC2C(=O)NN=C2C)c1OC (configuration not stated),-14,i,0,1,-1,1,-1.6,-7,-10
COc1ccc(C(=O)NC(=S)Nc2ccc3[nH]c(=O)[nH]c3c2)cc1Br,1,i,-1,0,37,-2,1.8,-2,8
COc1cccc(NC(C(=O)Nc2cccc(C(C)=O)c2)c2ccccc2)c1 (configuration not stated),-9,i,7,4,-19,-1,-0.2,4,-4
CC(C(=O)NN)n1nnc(N2CCOCC2)n1 (configuration not stated),-8,i,-2,4,7,-1,0.1,0,-3
Cc1ccc(/C=c2/sc3n(c2=O)CCCN=3)o1,-3,i,3,-6,3,1,3.3,-10,-8
COc1ccc(N2CCN(CC(=O)Nc3ccccc3SC)CC2)cc1,0,i,-1,5,-15,3,0.0,4,5
O=c1[nH]c2cc3c(cc2cc1CN(Cc1cccs1)Cc1nnnn1Cc1ccco1)OCCO3,-1,i,3,0,26,8,2.7,-4,7
Cc1noc(C)c1CSc1nc2ccccc2c(=O)n1-c1ccc(Cl)cc1,-4,i,3,-6,6,2,-0.9,18,1
Cc1ccc(Cn2nc(C)c(/C=N/NC(=O)c3cccnc3)c2C)cc1,-3,i,-2,5,-9,0,2.2,0,-2
CC(C)c1ccc(NC(=O)C2CCN(c3ncnc4c3nc3n4CCCCC3)CC2)cc1,-1,i,4,4,19,-1,-0.3,14,-3
CCC(c1nnnn1Cc1ccc(F)cc1)N1CCN(C)CC1 (configuration not stated),-1,i,-2,0,-14,1,2.0,1,5
CCN1C(=O)c2ccc(C(=O)NCc3ccc4c(c3)OCO4)cc2C1=O,-6,i,3,4,-11,-5,0.2,35,1
CCC(C)c1ccccc1NC(=O)C(C)OC(=O)CN1C(=O)NC(C)(C)C1=O (configuration not stated),-6,i,-2,-2,-13,6,-1.2,-6,-8
O=C(CSc1nc2ccccc2s1)N1CCCCC1,-2,i,3,3,13,2,-0.5,-7,-2
CCOc1ccc(-c2c(C(=O)N/N=C/C3CC=CCC3)nnn2-c2nonc2N)cc1 (configuration not stated),-4,i,3,-4,-5,6,-0.3,-10,0
O=C(OCc1ccc(Br)cc1)c1cnc(Cl)c(Cl)c1,0,i,2,-2,-19,0,-0.1,46,-3
Cc1cccc(N=Nc2c(O)[nH]c3ccc(Br)cc23)c1,-1,i,4,-7,-57,1,-0.1,4,-11
Fc1ccc2cnc(-c3ccccc3)c(-c3cc(C(F)(F)F)cc(C(F)(F)F)c3)c2c1,5,i,5,-2,-79,4,0.8,25,-27
O=C1N=C(N2C=CC(=C3C=CNC=C3)C=C2)/C(=C/N=NC(=O)c2ccccc2)S1,-5,i,8,-2,-6,-4,11*,-10,-7
COc1cc(OC)cc(-c2cc3ncccc3cn2)c1,-4,i,-1,-2,-18,-2,-0.4,-3,-1
O=C(Nc1ccc(Nc2ccccc2)cc1)C(Cl)Cl,-3,i,-6,-2,12,-3,3.2,8,-2
CNc1cnn(-c2ccc(C)cc2)c(=O)c1Cl,-5,i,-6,-2,-4,1,0.1,-13,-14
CCN(CC(=O)NCc1ccncc1)S(=O)(=O)c1ccccc1,-2,i,3,-2,-1,1,2.4,-6,10
CC1=C(C(=O)N(C)C)CC(CC(=O)NCCCN(C)C)C(=O)N1Cc1ccc(C(C)(C)C)cc1 (configuration not stated),-3,i,3,2,11,-4,-0.4,1,-9
O=C(Nc1ccc(S(=O)(=O)NC2=NCCCCC2)cc1)c1ccccc1Cl,0,i,-1,4,2,-1,0.4,-4,-6
COc1ccccc1-c1nnc(SCc2ccccn2)n1C,-6,i,-15,-1,-6,1,-0.5,-6,0
CN(C)S(=O)(=O)c1cccc(NC(=O)C(c2ccccc2)c2ccccc2)c1,-1,i,0,-1,-13,-1,1.9,20,10
COc1ccc(OCC(=O)NCc2ccc(Cl)cc2)cc1,-1,i,-3,-4,-7,-2,0.1,0,6
COCCN1CN=C(Nc2nc3ccccc3s2)NC1,-4,i,2,-1,12,1,-0.2,-6,-2
Cc1ccc(CN2C(=O)CCC2C(=O)NCCCN2CCCC(C)C2)cc1 (configuration not stated),0,i,0,0,8,0,-1.2,-8,-2
CO/N=C/CC(=O)c1cnc(-c2ccccc2)s1,-5,i,-10,-5,-8,2,2.4,-3,-6
Cc1cccc(Nc2c(O)nc[nH]c2=O)c1,0,i,1,1,19,-2,1.0,-9,12
Cc1cc(Nc2cccc(C)c2C)n2ncnc2n1,-10,i,-1,17,3,3,-0.9,-5,4
O=C(COc1ccc(Cl)cc1Cl)OCC(=O)c1ccc[nH]1,-6,i,-4,-3,-11,3,0.0,-2,-1
COc1ccccc1NC(=O)c1cc(Sc2nncn2C)nc2ccccc12,-3,i,0,5,-22,1,0.6,-7,-10
COc1cc(C)c(S(=O)(=O)N2CCOCC2)cc1C(C)C,-3,i,4,-3,4,-3,-1.0,3,-4
O=C(NC1CCc2ccccc21)C1CCN(S(=O)(=O)c2ccc(-n3cnnn3)cc2)CC1 (configuration not stated),-2,i,-1,-2,-6,1,0.7,2,-1
CCN(C(=O)COC(=O)C1CCN(S(=O)(=O)c2c(Cl)cccc2Cl)CC1)C1CCCCC1,-2,i,-4,0,-45,-3,-0.3,29,-10
CN(C)C1(CNC(=O)Nc2ccccc2)CCCCC1,-2,i,5,-1,-8,0,0.4,-4,-6
